# M1 ag parental: counter-screen for M1 agonists: effect in parental CHO-K1 cells; Fluo-8 calcium fluorescence; scaled to maximal ATP response, vehicle zero; activation, % at 3 µM; 360,000 compounds, 0.48% hits; in the data active = activation above about 15%;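 also: untransfected CHO-K1 host cells lacking M1 receptor as counterscreen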
# M1 PAM: human M1 muscarinic receptor positive allosteric modulators, primary screen, CHO-K1 cells, Fluo-8 calcium fluorescence, 1536-well; CHO-K1 hM1, ACh EC20; 0% = ACh EC20, 100% = maximal ACh; 360,000 compounds, 0.088% hits; Muscarinic acetylcholine receptor M1 (Homo sapiens), P11229; activation, % at 3 µM; in the data active = activation above about 19%, passing the limit was not always enough
# OXTR potentiate: human OXTR potentiators, primary screen, fluorescence, CHO-OTR cells, Fluo-8 calcium; Oxytocin receptor (Homo sapiens), P30559; Fluo-8 calcium fluorescence, potentiator mode; 0% = oxytocin EC15, 100% = EC100; activation, % at 3 µM; 320,000 compounds, 0.061% hits; AID 2445, 2010;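 active = activation above that plate's cutoff, the mean activation of tested compounds plus 3 SD, cut at about 6.6% in these data, passing the limit was not always enough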;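 also: 100% uses oxytocin at 75 nM as the full agonist control; some results filed as inactive read as strong as hits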
# Target sequence (P30559 whole entry, looked up): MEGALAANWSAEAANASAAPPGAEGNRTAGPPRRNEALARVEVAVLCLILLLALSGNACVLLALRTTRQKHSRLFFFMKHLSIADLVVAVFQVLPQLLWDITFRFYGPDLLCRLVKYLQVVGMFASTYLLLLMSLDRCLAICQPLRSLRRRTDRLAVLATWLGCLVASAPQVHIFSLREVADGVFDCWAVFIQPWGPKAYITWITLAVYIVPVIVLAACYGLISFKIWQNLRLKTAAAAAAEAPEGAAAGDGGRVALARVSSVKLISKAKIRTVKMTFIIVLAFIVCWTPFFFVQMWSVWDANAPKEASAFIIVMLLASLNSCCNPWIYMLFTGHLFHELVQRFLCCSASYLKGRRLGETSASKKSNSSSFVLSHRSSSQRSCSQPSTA
#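 Assay system: CHO cell line stably expressing human OTR. Reagent: EC15 oxytocin agonist. Dosing: single dose, 3.0 µM nominal final compound concentration. Timing: compound 6 min at room temperature before oxytocin, 100 s read. Signal: kinetic Fluo-8 calcium fluorescence. Controls: oxytocin EC15 low and EC100 high.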
# M4 antag: human M4 muscarinic receptor antagonists, primary screen, CHO cells, Fluo-8 calcium fluorescence; Muscarinic acetylcholine receptor M4 (Homo sapiens), P08173; 360,000 compounds, 0.73% hits; inhibition, % at 3 µM; CHO-hM4 cells, ACh EC80; AID 624125, 2012;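 active = inhibition above its plate's cutoff, the mean inhibition of sample wells plus 3 SD, cut at about 27% in these data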;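 also: 0% = acetylcholine EC80 with DMSO and 100% = DMSO without agonist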
# Target sequence (P08173 whole entry, looked up): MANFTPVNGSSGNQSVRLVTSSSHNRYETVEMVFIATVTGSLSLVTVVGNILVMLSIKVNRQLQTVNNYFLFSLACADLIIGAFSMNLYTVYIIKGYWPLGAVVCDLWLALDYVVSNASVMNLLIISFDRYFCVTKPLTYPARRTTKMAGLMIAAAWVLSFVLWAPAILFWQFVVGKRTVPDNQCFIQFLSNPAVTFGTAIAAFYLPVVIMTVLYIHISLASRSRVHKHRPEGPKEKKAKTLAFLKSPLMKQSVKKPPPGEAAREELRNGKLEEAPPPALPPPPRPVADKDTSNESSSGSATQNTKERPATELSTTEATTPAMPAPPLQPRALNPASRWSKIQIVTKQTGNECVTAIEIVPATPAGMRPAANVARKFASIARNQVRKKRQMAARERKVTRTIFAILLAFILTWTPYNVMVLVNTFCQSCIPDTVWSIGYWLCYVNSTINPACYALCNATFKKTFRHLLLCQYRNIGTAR
# CHRM1 antagonist: human M1 muscarinic receptor antagonists, primary screen, CHO-K1 cells, Fluo-8 calcium fluorescence, 1536-well | Muscarinic acetylcholine receptor M1 (Homo sapiens), P11229 | CHO-K1 hM1, ACh EC80 antagonist | inhibition, % at 3 µM | 360,000 compounds, 1.3% hits | AID 588852, 2011;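 active = percent inhibition above its own plate's cutoff, namely the mean of that plate's compound wells plus 3 SD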;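 also: peak over basal fluorescence ratio during 140 s after agonist addition; 0% = ACh EC80 plus DMSO and 100% = DMSO alone without agonist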
# M1 ag: human M1 muscarinic receptor agonists, primary screen, Fluo-8 calcium fluorescence, CHO-K1 cells, HTS; activation, % at 3 µM; 360,000 compounds, 0.33% hits; AID 588814, 2011; CHO-K1 hM1, agonist mode; 0% DMSO, 100% acetylcholine EC100; Muscarinic acetylcholine receptor M1 (Homo sapiens), P11229;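 active = activation above the run's mean compound activation plus 3 SD, cut at about 16% in these data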;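 also: peak over basal fluorescence ratio within a 140 s kinetic read after compound addition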
# CHO parental Ca: ATP-evoked calcium signal inhibitors, parental CHO, primary screen, counter-screen for OX1R antagonist project, cell-based, fluorescence, Fluo-8 calcium dye. inhibition, % at 5.6 µM. parental CHO-K1, ATP-induced calcium, Fluo-8 fluorescence. 330,000 compounds, 0.63% hits. AID 463079, 2010;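 active = inhibition above that plate's mean sample inhibition plus 3 SD, cut at about 26% in these data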;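 also: 0% = ATP-challenged DMSO wells and 100% = DMSO wells without ATP; some compounds past the cut are filed as inactive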
#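 Assay system: parental CHO cells; Read-out basis: percent inhibition of ATP-evoked calcium rise, normalized to controls; Benchmarks: ATP and no-ATP DMSO wells; Compound dosing: single nominal dose of 5.6 µM per compound; Signal: Fluo-8 calcium dye fluorescence; Also added: ATP as calcium-mobilizing challenge; Repeats: singlicate.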
# CHO-K1 Ca antag: nonselective inhibitor or artifact in parental CHO-K1 cells; 360,000 compounds, 0.6% hits; inhibition, % at 3 µM; ATP-induced calcium, Fluo-8 fluorescence;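 active = inhibition above a per-plate cutoff, the plate's mean sample inhibition plus 3 SD, cut at about 24% in these data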;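 also: 0% = DMSO plus EC80 ATP and 100% = DMSO alone without ATP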
# M4 ag: human M4 muscarinic receptor agonists, primary screen, CHO-K1 cells, Fluo-8 calcium fluorescence | Muscarinic acetylcholine receptor M4 (Homo sapiens), P08173 | CHO-K1 hM4/Gqi5; vehicle 0%, full acetylcholine response 100% | 360,000 compounds, 0.14% hits | activation, % at 3 µM | AID 624127, 2012;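 active = activation above the run mean over all test wells plus 3 SD, cut at about 32% in these data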;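 also: peak over basal fluorescence ratio per well then scaled between controls; 0% = DMSO wells and 100% = acetylcholine at EC100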
# * marks the source's active call; other numbers are inactive results; nt = not tested or not shown.
SMILES,M1 ag parental,M1 PAM,OXTR potentiate,M4 antag,CHRM1 antagonist,M1 ag,CHO parental Ca,CHO-K1 Ca antag,M4 ag
O=C(CNc1ccc2ccccc2c1)N/N=C/c1cc2ccccc2nc1Cl,2.9,4,-3,8,10,-7,-5,-7,5
NC(=O)N/N=C/c1cn(-c2ccccc2)nc1-c1cccs1,0.8,5,-5,-1,0,-3,-7,-6,3
Cc1sc2c(=O)n3c(nc2c1C(=O)NC1CCCCC1)CCCCC3,-0.8,10,-8,8,-12,-5,-22,-6,-1
c1nc2sc3c(c2c2nnnn12)CCCC3,0.0,2,3,5,-6,-6,-17,-4,0
CCN1CCN(CCCNC(=O)c2ccc(NC(=O)C3=CSCCO3)cc2)CC1,0.1,3,2,1,-6,-4,-1,-3,1
CCN(CC)S(=O)(=O)c1cc(NC(=O)COC(=O)c2sc3ccccc3c2Cl)ccc1C,0.6,2,-10,-3,1,-5,2,-6,1
COc1ccc(-c2nnc3ccc(SCC(=O)Nc4cc(C)on4)nn23)cc1OC,0.2,-2,-2,-10,12,0,-1,-2,1
CCc1ccc(NC(=O)CCn2c(=O)c3cccn3c3ccccc32)cc1,1.9,-5,-11,-7,10,-3,-14,-15,8
CCOC(=O)CN1C(=O)/C(=C/c2ccccc2Br)Oc2ccccc21,1.3,11,-15,-2,-9,-3,-6,-10,-1
CSc1ccccc1NC(=O)CN(c1ccccc1Br)S(C)(=O)=O,1.9,5,4,-2,-1,-2,-11,-3,1
COc1ccc(NC(=O)CC2SC(=O)NC2=O)cc1 (stereo unspecified),-0.3,5,-8,-8,-11,-6,-10,-1,1
O=C(/C=C/c1ccco1)NCC1COc2ccccc2O1 (stereo unspecified),0.5,-1,-2,11,-2,0,-8,0,1
Cc1cc(OCc2cc(C(=O)N(C)CCc3cnn(C)c3)no2)cc(C)c1Cl,10.0,-11,-18,2,16,2,-1,-1,21
Cc1ccccc1NC(=O)c1cccc(N2C(=O)C3C4CC(C(Br)C4Br)C3C2=O)c1 (stereo unspecified),6.8,-6,nt,-5,16,5,nt,-1,17
Cc1ccc(OCC(=O)N2CCN(c3nnc(-c4ccc(C)cc4)c4ccccc34)CC2)cc1,1.7,-18,-3,-6,7,-6,14,4,3
OCC1(CCc2ccccc2)CCCN(CCCC(F)(F)F)C1 (stereo unspecified),-0.2,16,nt,-2,-24,-9,nt,0,0
O=c1c(Cc2ccc(F)cc2)c(O)ccn1Cc1ccc(Cl)cc1Cl,4.2,-4,-11,1,-1,-2,-6,3,0
CC(=O)NC(Cc1c[nH]c2ccccc12)C(=O)NCc1ccco1 (stereo unspecified),1.1,0,6,13,1,-2,-2,-18,0
Cc1ccc(S(=O)(=O)N2CCN(C(=O)C3COc4ccccc4O3)CC2)cc1C (stereo unspecified),-0.1,4,-9,1,0,-8,-24,-20,1
Cc1c(N=NC2=C(O)CC(C)(C)CC2=O)cc2c(c1[N+](=O)[O-])C(C)(C)CC2(C)C,0.1,17,-1,-6,-17,1,-9,-4,1
O=C(c1cccc([N+](=O)[O-])c1)N1CCN(c2ccc(Cl)cc2)CC1,3.3,-5,-14,-3,5,-7,-24,-3,4
C=CCN(c1ccc(Br)cc1C(=O)OC)S(C)(=O)=O,0.0,9,2,-4,-2,-2,-9,-13,0
O=C(COc1ccc(Cl)cc1)NCc1nnc(SCC(=O)Nc2ccccc2F)o1,1.4,10,1,-2,-11,-8,-8,-5,2
COc1cc(C(=O)Nc2ccccc2C2COC(=O)C2=N)cc(OC)c1OC (stereo unspecified),1.0,3,-5,-12,-11,11,-13,-15,3
Cc1ccc(/C=C2/SC(=S)N(C3CCCCC3)C2=O)o1,-0.1,10,-9,-2,-2,1,1,-2,1
CN(C)CCCN(C(=O)CCc1ccccc1)c1nc2ccc(Cl)cc2s1,7.8,2,-12,24,5,-7,22,8,22
O=C(COc1ccc(Cl)cc1)OCC(=O)N1CCCc2ccccc21,0.5,-6,-7,0,10,-5,-4,1,2
Cc1ccc(OCC(O)CNC(=O)c2ccccc2C(=O)O)cc1 (stereo unspecified),0.0,8,-10,3,-12,-3,-7,0,2
CC(C)Cn1c(SCC(=O)Nc2cc(Cl)c(Cl)cc2Cl)nc(O)cc1=O,1.1,6,-5,-5,-2,-2,-18,-7,0
COc1ccc(CCNC(=O)CN2C(=O)c3cccc4cccc(c34)C2=O)cc1OC,-0.1,9,3,-1,-3,-6,-13,8,1
O=S(=O)(Cc1ccc(Cl)cc1)N1CCCC1,0.6,11,-5,2,-8,-9,0,-6,1
O=C(O)c1ccccc1C(=O)Nc1ccc(Oc2cccc(C(F)(F)F)c2)nc1,0.7,14,3,-6,-15,-2,-16,-3,0
CCOC(=O)CCN(C(=O)Nc1ccccc1)C1CCCCC1,0.4,-5,nt,4,1,-3,nt,-8,4
CCC(=O)Nc1ccc(N2CCN(Cc3ccccc3F)CC2)cc1,0.3,14,-2,6,-8,-6,0,-2,1
COc1ccccc1C1=CC(=O)C[C@H](c2ccc3c(c2)OCO3)C1,-0.8,1,-7,-14,-14,-6,-29,-20,4
CC(C)OC(=O)c1ccc(NC(=S)NC(=O)c2cncc(Br)c2)cc1,1.0,1,-12,1,-7,-4,-18,-9,1

# Some of these compounds in order of the OXTR potentiate value, descending:
smiles	OXTR potentiate
O=C(O)c1ccccc1C(=O)Nc1ccc(Oc2cccc(C(F)(F)F)c2)nc1	3
CCC(=O)Nc1ccc(N2CCN(Cc3ccccc3F)CC2)cc1	-2
CC(C)Cn1c(SCC(=O)Nc2cc(Cl)c(Cl)cc2Cl)nc(O)cc1=O	-5

# (listing goes on)
SMILES,M1 ag parental,M1 PAM,OXTR potentiate,M4 antag,CHRM1 antagonist,M1 ag,CHO parental Ca,CHO-K1 Ca antag,M4 ag
COc1cc(C(=O)NNC(=O)c2ccco2)cc(OC)c1OC,-0.2,8,7,-7,-10,-1,-1,-2,2
CCOC(=O)c1ccc[n+](CC(=O)c2ccc(OC)cc2)c1,-0.2,-15,-1,-6,10,-10,-17,8,0
Cc1cc(C(=O)COC(=O)COc2ccc(C#N)cc2)c(C)n1C1CC1,0.3,0,-11,-4,-11,-2,-5,-3,4
COc1ccc([C@@H]2CC(=O)c3c(O)cc(O)cc3O2)cc1O,1.6,-7,1,2,-8,-1,-2,4,2
CC1=CC(c2ccc(Cl)cc2)n2nc(N3C(=O)CCC3=O)nc2N1 (stereo unspecified),0.5,8,-11,-13,-16,-1,-5,-15,1
COc1cccc(NC(=O)CN(C)C(=O)C(C)Sc2ccccc2)c1 (stereo unspecified),1.7,4,nt,5,-3,-3,nt,1,3
C#CCN(C[C@@H]1[C@@H](OC(=O)NCc2ccccc2)[C@@H](OC(=O)NCc2ccccc2)CN(C(=O)OC(C)C)N1C(=O)OC(C)C)S(=O)(=O)c1ccc(C)cc1,1.7,1,nt,-8,-3,-4,nt,-11,1
COc1cccc(CNC(=S)Nc2cc(OC)ccc2OC)c1,-0.1,4,-10,-1,-7,-7,-10,4,0
CCOC(=O)CN(C(=O)CSc1nnc2c(n1)[nH]c1ccccc12)c1ccccc1,0.8,3,-20,-9,-12,-3,-7,-3,2
CCC(C)c1ccccc1N1CC(C(=O)N2CCN(c3ccccc3)CC2)CC1=O (stereo unspecified),3.8,2,nt,-9,5,-2,nt,2,8
O=C(NNC(=O)c1ccccc1F)c1cccs1,0.2,10,-4,-22,-15,1,-6,-3,1
O=S(=O)(c1ccccc1F)N1CCN(CC(O)c2ccccc2)CC1 (stereo unspecified),2.4,9,7,-4,-12,-3,-14,-7,5
COc1cc(C(=O)Nc2ccn(C)n2)ccc1OC(F)F,1.3,3,-7,-1,-2,-3,-8,-4,1
COCCCNCCOCCSc1ccc(Cl)cc1,0.4,-9,-3,3,10,-9,-12,0,1
CC1Cc2ccccc2N1C(=O)CSc1ccccc1 (stereo unspecified),8.1,1,-1,3,-4,-7,-12,3,-1
O=c1nc2n(c3ccc([N+](=O)[O-])cc13)CCCCC2,0.4,6,-6,-10,-1,-2,-3,-17,1
CCOC(=O)N1CCN(C(=O)c2ccc3c(c2)ncn3C2CCCC2)CC1,-0.1,-15,-3,-1,14,-15,-10,-21,-1
CCOC(=O)N1CCN(Cc2nc3cc(NC(C)=O)ccc3n2C)CC1,-0.1,6,2,5,-3,-9,14,0,0
Cc1ccc([C@@H]2[C@@H]3C(=O)N(C)C(=O)[C@@H]3[C@]3(Cc4ccccc4)C(=O)N(CCO)CC(=O)N23)o1,1.3,7,5,-8,-6,-2,-11,-2,0
Cc1ccsc1/C=N/NC(=O)c1nnn(-c2nonc2N)c1C,0.0,-4,-8,-7,0,-2,4,5,3
Cc1nc(NCCCn2ccnc2)c2oc3ccccc3c2n1,-0.1,5,-1,9,-3,-6,4,-2,0
CCc1nnc(NC(=O)CN2CCC(O)(c3ccccc3OC)CC2)s1,1.4,1,6,4,-13,-2,-11,-7,1
O=C(CSc1cccc2cccc(Cl)c12)NC1=NCCS1,2.0,9,-10,4,-2,-7,-6,-15,4
O=C1CCc2cc(S(=O)(=O)NC(Cc3ccccc3)C(=O)NC3CCCC3)ccc2N1 (stereo unspecified),-0.3,3,-6,0,-8,0,5,-2,-1
Cc1[nH]c(=O)[nH]c(=O)c1/C=N/NC(=O)[C@H](C)N,1.6,11,-4,0,-21,-1,0,-11,0
Cc1cccc(CCN2C(Nc3ccccc3)=NC[C@@H]2C)c1,1.1,1,-6,-5,2,-10,-10,-14,2
Cc1ccc(S(=O)(=O)N(CCC(=O)N2CCOCC2)c2ccccc2)cc1,1.0,10,nt,-7,-14,-2,nt,-7,2
Cc1nnc(SCC(=O)NCc2ccco2)n1-c1ccc(F)cc1,0.4,2,-15,-1,2,-2,-11,-3,0
CC1=C(C(=O)OCC2CCCO2)C(c2ccncc2)C2=C(CCCC2=O)N1 (stereo unspecified),0.2,3,-9,0,-1,-3,4,-6,0
COc1cc(OC)cc(C(=O)NC(C(=O)Nc2ccc3c(c2)OCO3)C(C)C)c1 (stereo unspecified),0.1,-1,-4,-4,1,-8,-12,-5,-1
O=C(NCc1ccccc1Cl)[C@H]1CCCN1C(=O)[C@H]1CCCN1,-0.3,nt,nt,-24,nt,nt,nt,-14,1
CC(C)C(=O)Nc1ccc(-c2nc3ncccc3o2)cc1,0.1,-4,-2,12,8,-4,-9,8,1
COc1ccc(CCCc2n[nH]c(=S)n2C)cc1C,4.6,4,-24,-13,-1,3,-4,0,6
